Screens: PubChem BioAssay, several laboratories
hK5 inh = inhibitors of human kallikrein 5 | Q9Y337 | recombinant hK5, fluorogenic AMC substrate cleavage | inhibition, % at 5 µM | 0.59% of 210,000 active;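 active = inhibition of 40% or more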;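 note: 0% = enzyme controls without compound and 100% = no-enzyme blanks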
FXIIa inh 1536 = inhibitors of human coagulation factor XIIa; purified FXIIa, Boc-QGR-AMC fluorogenic substrate, 2 h; inhibition, % at 5 µM; P00748; 0.3% of 220,000 active; AID 800; in the data active = inhibition above about 40%;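 note: 0% = enzyme with no compound and 100% = blank without enzyme; many of its hits are not listed in these tables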
Rad51 HR inh = Rad51 (human) homologous recombination inhibition; Q06609; hRad51 DNA strand exchange, fluorescence dequenching; inhibition, % at 10 µM; 0.085% of 200,000 active;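 active = inhibition above 40% at the single screening dose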;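 note: 0% = DMSO control wells and 100% = blanks with heterologous ssDNA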
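material = hRad51 filaments on single-stranded DNA | reagent = Donor/quencher-labelled 47-bp dsDNA substrate | compound = 10 µM final, single point | schedule = strand-exchange reaction 15 min at room temperature | measured by = fluorescein emission 520 nm, excitation 485 nm | read-out basis = % inhibition versus plate control and blank means | benchmarks = plate controls and plate blanks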
Wee1 degr inh = blocks degradation of human Wee1 kinase; P30291; HeLa Luc-Wee1K328M stability, luciferase luminescence; 100% = proteasome inhibitor MG132 effect; reporter increase, % at 5 µM; 1.2% of 220,000 active; AID 1321;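 active = activation above the mean of all tested compounds plus 3 SD, set per screening run, cut at about 8.8% in these data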;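 note: cells exposed to compound for 20 h before luminescence read; 0% = DMSO alone and 100% = MG132 at 30 µM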
Mdm2 ligase inh = inhibitors of human Mdm2 E3 ubiquitin ligase; signal enhancement, % at 5 µM; AID 1230; 0.11% of 210,000 active; cell-based MDM2 ubiquitination luciferase reporter, 2 h; 0 = plate control, 100 = twice control, blank-subtracted; Q00987;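 active = signal enhancement of 30% or more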;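 note: luminescence tracks abundance of the self-degrading MDM2-luciferase fusion protein; higher signal means inhibition of MDM2 E3 ligase activity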
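Test system: mammalian cells stably expressing self-ubiquitinating, self-degrading MDM2 E3–luciferase fusion; Amount: 2000 cells in each well; Medium: DMEM; Schedule: 4 h settle plus 2 h compound, 37 °C; Technique: SteadyLite luciferase luminescence after 15 min room-temperature reagent incubation; Benchmarks: plate control and blank wells.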
FXIa inh = factor XIa (human) inhibition. 0.14% of 220,000 active. inhibition, % at 5 µM. P03951. purified FXIa, Boc-Glu-Ala-Arg-AMC fluorogenic substrate;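 active = inhibition of at least 40%; inactive = inhibition below 40%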;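 note: fluorescence of freed AMC excited at 355 nm; 0% = enzyme without compound and 100% = no enzyme blank; many of its hits are not listed in these tables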
Target sequence (P03951 19-387 limits assumed): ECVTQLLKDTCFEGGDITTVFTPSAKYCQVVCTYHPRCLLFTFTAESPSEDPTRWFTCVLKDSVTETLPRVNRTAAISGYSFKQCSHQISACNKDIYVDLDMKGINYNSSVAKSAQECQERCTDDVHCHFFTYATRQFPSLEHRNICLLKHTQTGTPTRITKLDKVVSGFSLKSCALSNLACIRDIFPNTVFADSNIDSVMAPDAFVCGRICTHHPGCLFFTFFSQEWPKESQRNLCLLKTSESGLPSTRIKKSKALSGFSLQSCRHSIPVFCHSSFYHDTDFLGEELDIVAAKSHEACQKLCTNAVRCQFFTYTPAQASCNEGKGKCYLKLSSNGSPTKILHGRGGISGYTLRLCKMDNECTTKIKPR
Target sequence (P03951 388-625 limits assumed): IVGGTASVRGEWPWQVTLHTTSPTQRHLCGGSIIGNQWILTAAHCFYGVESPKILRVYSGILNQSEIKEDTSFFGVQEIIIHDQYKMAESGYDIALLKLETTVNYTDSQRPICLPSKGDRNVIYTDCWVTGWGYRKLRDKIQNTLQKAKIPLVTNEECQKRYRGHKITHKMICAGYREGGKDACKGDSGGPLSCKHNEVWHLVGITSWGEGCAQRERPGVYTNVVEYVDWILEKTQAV
p97 ATPase inh = blocks human p97 ATPase activity. P55072. recombinant p97 ATPase, Kinase-Glo ATP luminescence, 3 h. inhibition, % at 8 µM. 0.42% of 220,000 active; in the data active = inhibition above about 15%;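 note: 0% = DMSO vehicle and 100% = wells lacking enzyme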
14-3-3 Bad PPI = disrupts binding of bovine 14-3-3 zeta to phospho-Bad peptide; P63103; TR-FRET 14-3-3zeta/Dy647-pBad peptide displacement, 1 h; inhibition, % at 21.7 µM; 0.71% of 220,000 active; AID 781;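 active = inhibition above about 70%, limit read from the data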;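 note: 0% = full 14-3-3 plus peptide FRET controls and 100% = background without 14-3-3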
Target sequence (P63103 whole entry, looked up): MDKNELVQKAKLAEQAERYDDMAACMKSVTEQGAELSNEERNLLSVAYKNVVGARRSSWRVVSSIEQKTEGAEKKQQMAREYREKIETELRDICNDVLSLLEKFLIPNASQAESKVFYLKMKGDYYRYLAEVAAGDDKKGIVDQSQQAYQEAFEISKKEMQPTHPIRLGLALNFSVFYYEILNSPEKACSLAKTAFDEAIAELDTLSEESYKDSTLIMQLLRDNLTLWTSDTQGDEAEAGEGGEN
eIF4E 4G PPI = eIF4E/eIF4G interaction inhibition in translation initiation | 0.37% of 220,000 active | inhibition, % at 21.7 µM | P63073+Q04637 | TR-FRET eIF4E-eIF4GI(517-606) binding, 2 h;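 active = inhibition above about 30%, limit read from the data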;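 note: 0% = full FRET control wells and 100% = background wells lacking eIF4GI fragment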
Numbers without * were called inactive; · = no result given; [ ] = remark or other dose.

SMILES	hK5 inh	FXIIa inh 1536	Rad51 HR inh	Wee1 degr inh	Mdm2 ligase inh	FXIa inh	p97 ATPase inh	14-3-3 Bad PPI	eIF4E 4G PPI
O=C(Nc1ccccc1)C1=C[C@@H](c2csc3ccccc23)C[C@@H](OCc2ccc(CO)cc2)O1	4	5	-6	0	·	-3	2	-4	-4
Cc1ccc(-c2nc3ccccn3c2C=O)cc1	-13	4	-4	0	-17	0	-2	2	5
Cc1ccc(NC(=O)c2ccc(-n3cccn3)nc2)cc1	-12	6	19	8	-9	0	3	-11	-3
CC(C)(C)c1ccc(C(=O)NCc2cccnc2)cc1	3	3	9	-1	-3	9	5	-1	6
COc1cccc(/C=C/C(=O)c2c(O)cc(C)oc2=O)c1O	-1	20	3	-1	12	6	1	-4	0
O=C(CCCCCn1c(=S)[nH]c2ccc(N3CCOCC3)cc2c1=O)NCc1ccccc1	-8	11	17	2	-1	4	0	-6[fluorescence artefact?]	5
Cc1sc2nc(SCc3nc4ccccc4[nH]3)n(Cc3ccco3)c(=O)c2c1C	-27	6	·	-1	4	0	2	-6	1
COc1ccc(C(=O)n2nc(-c3ccc(OC)cc3)nc2N)cc1	7	40	-1	-3	-1	1	-3	-18	-7
CC(NC(=O)c1ccco1)C(=O)OCC(=O)c1ccc(Cl)s1 (stereo not drawn)	-11	8	4	-2	0	-2	0	11	3
Cc1nn(-c2cc(C(F)(F)F)ccc2Cl)c2nc(C(F)(F)F)[nH]c(=O)c12	-13	4	-50	-1	7	3	0	8	19
Cc1ccccc1CSCc1nc(N)nc(Nc2ccccc2C)n1	-2	1	-8	-2	8	-4	2	-5	-1
CCOC(=O)c1oc2ccccc2c1CSc1nnnn1-c1ccc(OC)cc1	-23	10	-7	0	-17	-8	2	-3[fluorescence artefact?]	3[fluorescence artefact?]
CCCc1c(NC(=O)Nc2ccc(Cl)cc2Cl)cnn1-c1ccccc1	1	6	5	-3	-5	3	2	-16	0
O=C(COc1ccc(Cl)cc1)Nc1ccc(C(=O)NCc2cccnc2)cc1	3	4	4	-2	-3	4	8	-1[fluorescence artefact?]	-6
Cc1ccc(-c2nnn(CC(=O)N(CC(=O)NCc3ccccc3)c3cccc(C)c3C)n2)o1	4	3	-2	2	-3	5	-5	-12	-5
Fc1ccc(/C=N/Nc2ccccn2)cc1	-16	11	1	6	-10	9	-4	-17	-8
S=C(NCC1CCCO1)Nc1ccccc1Cl (stereo not drawn)	-19	4	8	-3	-5	3	4	-13	4
CC1(C)Oc2ccc3ccc(=O)oc3c2-c2cn[nH]c21	-22	0	1	-1	-14	0	-3	6[fluorescence artefact?]	-11[fluorescence artefact?]
CCc1nnc(NS(=O)(=O)c2ccc(N=Cc3c(C)[nH]n(-c4cccc(Cl)c4)c3=O)cc2)s1	-2	6	4	2	1	11	5	-2	2[fluorescence artefact?]
COc1cc(OC)cc(C(=O)NCc2n[nH]c(=S)n2-c2ccccc2OC)c1	11	4	-4	-3	-9	2	-4	-7[fluorescence artefact?]	5[fluorescence artefact?]
O=S(=O)(NCc1ccccc1)c1cccc2nonc12	-21	10	-8	0	-15	0	1	7	-2[fluorescence artefact?]
CCCC(N)CCCCCC(=O)O (stereo not drawn)	-21	7	8	-5	-9	2	-8	-7	5[fluorescence artefact?]
CC(=O)Nc1ccc2nc(-c3ccccc3)cn2c1	-11	2	7	-2	-46	-6	-5	4	-1
CC1CCN(CC(C)CNC(=O)c2cc(-c3ccccn3)nc3ccccc23)CC1 (stereo not drawn)	-2	-5	·	1	-11	-7	1	-7	-1
COCC(C)n1c(C)cc(C(=O)COC(=O)CN=C2NS(=O)(=O)c3ccccc32)c1C (stereo not drawn)	-12	11	-16	-1	0	4	7	6	3
CCOCCCn1c(=S)[nH]c2cc(C(=O)N3CCOCC3)ccc2c1=O	-15	16	12	4	6	3	0	0	4
O=C(NCc1cccs1)C1CC(=O)N(C2CCCC2)C1 (stereo not drawn)	-10	-9	8	4	5	2	-6	-3	-10[fluorescence artefact?]
O=c1c2[nH]c3cccc(Cl)c3c2ncn1Cc1ccncc1	-23	-1	-7	-1	-21	-11	-2	·	·
CCN(CC)C(=O)CSc1nsc(SCC(=O)N(CC)CC)c1C#N	27	26	·	-1	·	1	0	-6	12
Cc1nc(N2CCN(C)CC2)[nH]c(=O)c1Cc1cccc2ccccc12	-2	10	0	1	-5	-2	-6	2	7
CCC(=O)c1ccc(N2CCN(C(=O)c3cccc(F)c3)CC2)c(F)c1	0	5	28	2	-2	-2	1	-8	3
CC1CCCCC1NC(=O)COc1ccc(-n2cnnn2)cc1 (stereo not drawn)	-46	-1	-2	-1	-9	3	-4	9[fluorescence artefact?]	-11[fluorescence artefact?]
O=C(c1cc(=O)[nH]c2ccccc12)N1CCN(c2ccccc2)CC1	-1	7	21	-3	-16	-6	6	-6	2
O=C(Nc1nc(-c2cccs2)c(C(=O)C(F)(F)F)s1)c1ccco1	-3	0	-4	1	-12	-4	7	-2	0
COC(C[C@@H]1O[C@H]1[C@H](O)COCc1ccccc1)OC	1	7	1	·	15	2	·	-3	0
CCn1c(SCc2ccc(OC)cc2)nnc1-c1ccncc1	-14	13	-4	2	2	7	2	2[fluorescence artefact?]	-8

Profiles, quoted from the list.
O=C(Nc1nc(-c2cccs2)c(C(=O)C(F)(F)F)s1)c1ccco1 reads hK5 inh: -3; FXIIa inh 1536: 0; Rad51 HR inh: -4; Wee1 degr inh: 1; Mdm2 ligase inh: -12; FXIa inh: -4; p97 ATPase inh: 7; 14-3-3 Bad PPI: -2; eIF4E 4G PPI: 0
CCN(CC)C(=O)CSc1nsc(SCC(=O)N(CC)CC)c1C#N reads hK5 inh: 27; FXIIa inh 1536: 26; Rad51 HR inh: ·; Wee1 degr inh: -1; Mdm2 ligase inh: ·; FXIa inh: 1; p97 ATPase inh: 0; 14-3-3 Bad PPI: -6; eIF4E 4G PPI: 12

Next part
SMILES	hK5 inh	FXIIa inh 1536	Rad51 HR inh	Wee1 degr inh	Mdm2 ligase inh	FXIa inh	p97 ATPase inh	14-3-3 Bad PPI	eIF4E 4G PPI
O=C(/C=C/c1ccco1)c1ccc(O)cc1	0	13	-10	0	-18	14	11	-1	0
Cc1ccc(CSc2nnc3nc(C)cc(C)n23)cc1	7	8	·	1	-9	-18	2	3	0
Cc1ccc(OCC(=O)NCC(=O)Nc2ccc(F)c(F)c2F)c([N+](=O)[O-])n1	-2	2	2	1	-8	-6	-3	-2	0
O=C(Cc1cc(=O)[nH]c(=O)[nH]1)NCc1ccccc1	-5	15	·	4	·	6	5	-4[fluorescence artefact?]	1[fluorescence artefact?]
NS(=O)(=O)c1ccc2nc(NC(=O)C3CCCO3)sc2c1 (stereo not drawn)	-20	4	3	4	-5	-5	-3	-12	0
COC(=O)C1=NN(C(=O)c2cccc(Br)c2)C(O)(c2ccc(Cl)cc2)C1 (stereo not drawn)	7	13	-115	3	1	2	2	-10	7
COc1ccc(CNC(=O)CCC(=O)Nc2nnc(CC(C)C)s2)cc1	3	7	·	-4	-10	5	4	1	-3
COc1ccccc1-c1nnc(SCC(=O)NCc2ccco2)n1N	4	11	-101	-1	-11	-2	-2	-2	-1
CCOc1ccccc1NC1=C(Cl)C(=O)N(c2ccccc2)C1=O	-14	-1	1	-3	-4	-8	10	-12	-5
C#CCOCCOCCOCCNc1nc(N2CCN(C(=O)[C@H](C)n3cc(CCCN=C(N)N)nn3)CC2)nc(N2CCN(C(=O)[C@H](Cc3ccc(O)cc3)n3cc(CCO)nn3)CC2)n1	3	14	·	-1	·	7	11	78*	-4
CC(C)OC(=O)/C(C#N)=C/c1cn(Cc2ccccc2)c2ccccc12	-16	7	9	0	0	5	-2	-13	15
Cc1cc(Cl)ccc1OCC(=O)NCCOc1nc(N2CCOCC2)nc(N2CCOCC2)n1	30	-12	-1	-1	-5	4	-2	-15	2

Single values from above.
eIF4E 4G PPI result of Cc1ccc(CSc2nnc3nc(C)cc(C)n23)cc1 = 0
FXIa inh result of COc1ccc(CNC(=O)CCC(=O)Nc2nnc(CC(C)C)s2)cc1 = 5
Rad51 HR inh result of NS(=O)(=O)c1ccc2nc(NC(=O)C3CCCO3)sc2c1 (stereo not drawn) = 3
hK5 inh result of CCOc1ccccc1NC1=C(Cl)C(=O)N(c2ccccc2)C1=O = -14
Mdm2 ligase inh result of O=C(/C=C/c1ccco1)c1ccc(O)cc1 = -18
14-3-3 Bad PPI result of C#CCOCCOCCOCCNc1nc(N2CCN(C(=O)[C@H](C)n3cc(CCCN=C(N)N)nn3)CC2)nc(N2CCN(C(=O)[C@H](Cc3ccc(O)cc3)n3cc(CCO)nn3)CC2)n1 = 78*

The listing continues.
SMILES	hK5 inh	FXIIa inh 1536	Rad51 HR inh	Wee1 degr inh	Mdm2 ligase inh	FXIa inh	p97 ATPase inh	14-3-3 Bad PPI	eIF4E 4G PPI
COc1cc(/C=C/c2ccc3c([N+](=O)[O-])cccc3n2)ccc1OCC(=O)O	8	13	-12	3	·	5	0	-1	-2
Cc1sc2ncn(CC(=O)NCc3ccccn3)c(=O)c2c1S(=O)(=O)N1CCOCC1	-13	11	-1	-4	-26	16	-5	10	9
O=C(CCCn1c(=O)c2ccccc2n(CC(=O)N2CCN(c3ccccc3)CC2)c1=O)NCc1ccco1	2	12	5	0	-6	-1	-2	-18	-3
O=C(CC1CC2CCC1C2)OCC(=O)c1c[nH]c2ccccc12 (stereo not drawn)	23	14	3	1	-38	-2	-4	-13	-2
CC(C)CC(=O)NC(=S)Nc1ccccc1C(=O)Nc1ccccc1	-117	21	7	1	-19	15	-2	-9	-1
CCCCOc1ccc(C(=O)NCCCC(=O)N2CCCCC2)cc1	0	11	-3	-2	0	-5	2	19	-4
CS(=O)(=O)N(CC(=O)NCCSCc1ccccc1)c1ccc2c(c1)OCO2	20	37	0	0	-27	30	-8	-6	1
COc1ccccc1NC(=S)NCC1CCCO1 (stereo not drawn)	-11	11	26	-1	9	12	1	1	-4
